G9a inh – qHTS Assay for Inhibitors of Histone Lysine Methyltransferase G9a. Potency, µM (highest dose often 102 µM), for inactives: top-dose activity, negative = inhibition, actives largely listed as inhibitors. G9a H3K9 monomethylation, AlphaScreen, 2 h. Histone-lysine N-methyltransferase EHMT2 (Homo sapiens), Q96KQ7. 8.8% of 350,000 active. AID 504332, 2011; note: potency is the fitted concentration of half-maximal effect; % is set by controls: 0 for no effect and ±100 for the full control effect; nearly all actives have a fitted effect of over 75% in size
Target sequence (Q96KQ7 913-1193 limits assumed): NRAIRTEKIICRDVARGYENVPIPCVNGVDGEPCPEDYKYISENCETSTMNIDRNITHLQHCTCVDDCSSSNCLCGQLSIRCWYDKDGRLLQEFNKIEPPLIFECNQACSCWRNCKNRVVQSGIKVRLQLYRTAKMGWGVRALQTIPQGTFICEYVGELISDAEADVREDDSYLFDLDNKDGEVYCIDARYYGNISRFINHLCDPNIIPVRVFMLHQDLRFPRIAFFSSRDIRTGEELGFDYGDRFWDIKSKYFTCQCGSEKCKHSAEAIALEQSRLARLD
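Step 1: enzyme (final 20 nM) with compound, 15 min RT. Step 2: substrate peptide 500 nM and SAM 20 uM, 2 h RT. Step 3: anti-H3K9me1 antibody and AlphaScreen beads, 10 min, then plate read.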
ERG Ets-DNA blk – qHTS for Small Molecule Inhibitors of the ERG Ets/DNA interaction; AID 624246, 2012; 0.028% of 370,000 active; Potency, µM (highest dose often 76.9 µM), for inactives: top-dose FP activity, negative = inhibition, usual class: inhibitors; Transcriptional regulator ERG (Homo sapiens), P11308; fluorescence polarization, His-ERG Ets domain / labelled DNA; active = well fitted inhibition curve with a large enough effect in the polarisation, with a control signal flat; inconclusive = small, poorly fitted or top-dose-only effect, or effect the other way, or a change in a side signal; inactive = no such curve, though single readings can be large or run the other way; the % refers to the polarisation;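 note: polarization taken with two DNA probes labelled with fluorescein and Texas red; potency is the fitted concentration of half-maximal effect; % of control where 0% means no effect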
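His-tagged ERG Ets domain (1 uM in the protein solution; 300mM KCl, 50mM Tris-HCl, 1mM EDTA, 1mM DTT, pH 7.5) received compound, then a probe mix of 5 nM fluorescein-DNA and 100nM Texas-615-DNA. Fluorescence polarization was read for both dyes.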
12-LOX inh – Primary qHTS assay for inhibitors of human arachidonate 12S-lipoxygenase (ALOX12): Round 2; Polyunsaturated fatty acid lipoxygenase ALOX12 (Homo sapiens), P18054; purified 12hLO, xylenol orange hydroperoxide absorbance; Potency, µM (titrated, usually from 108 µM), for inactives: at the highest dose activity change, negative = inhibition, hits mostly inhibitors; 1.1% of 580,000 active; note: potency is the fitted concentration of half-maximal effect; % is set by controls: 0 for no effect and ±100 for the full control effect
Target sequence (P18054 whole entry, looked up): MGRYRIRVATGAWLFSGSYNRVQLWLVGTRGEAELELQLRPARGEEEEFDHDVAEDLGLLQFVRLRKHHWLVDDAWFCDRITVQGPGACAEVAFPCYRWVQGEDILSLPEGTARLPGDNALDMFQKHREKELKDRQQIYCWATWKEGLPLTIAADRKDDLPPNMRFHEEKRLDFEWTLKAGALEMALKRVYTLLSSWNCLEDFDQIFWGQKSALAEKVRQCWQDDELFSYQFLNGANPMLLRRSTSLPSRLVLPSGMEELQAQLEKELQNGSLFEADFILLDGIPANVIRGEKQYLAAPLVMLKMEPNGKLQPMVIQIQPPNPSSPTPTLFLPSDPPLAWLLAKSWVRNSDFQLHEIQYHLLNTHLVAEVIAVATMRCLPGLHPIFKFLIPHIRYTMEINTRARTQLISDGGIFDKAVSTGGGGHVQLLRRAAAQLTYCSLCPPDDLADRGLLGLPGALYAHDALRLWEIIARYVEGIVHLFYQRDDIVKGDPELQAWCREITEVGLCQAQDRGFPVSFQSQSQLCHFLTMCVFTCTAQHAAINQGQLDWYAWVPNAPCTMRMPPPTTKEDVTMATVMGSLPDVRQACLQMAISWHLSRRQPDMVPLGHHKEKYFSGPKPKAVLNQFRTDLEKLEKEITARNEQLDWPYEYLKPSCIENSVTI
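Purified human 12hLO (150 nM final) in 25 mM Hepes, 0.01% Triton X-100, pH 7.0 was preincubated 15 min at room temperature with compound. Then 40 uM arachidonic acid was added, 30 min. Hydroperoxide was read by Fe-XO absorbance ratio 573/405 nm.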
GLS inhibitor – qHTS for Inhibitors of Glutaminase (GLS) | Glutaminase kidney isoform, mitochondrial (Homo sapiens), O94925 | GLS enzymatic activity, qHTS titration | Potency, µM (titrated, usually from 45.5 µM), inactives show at the highest dose activity change, negative = inhibition, hits mostly inhibitors | 0.21% of 410,000 active | AID 624170, 2012; note: potency is the fitted concentration of half-maximal effect; % is set by controls: 0 for no effect and ±100 for the full control effect
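Two-point fluorescence kinetic (t0, 30 min RT) for hKGA; glutamate detected via glutamate oxidase–HRP–Amplex Red. Substrate: 1 mM L-glutamine solution; buffer 45 mM KH2PO4, pH 8.2.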
RGS4 inh – Inhibitors of Regulator of G Protein Signaling (RGS) 4: qHTS; Regulator of G-protein signaling 4 (Homo sapiens), P49798; Transcreener GDP fluorescence polarization, RGS4-accelerated GTP hydrolysis; Potency, µM (highest dose often 114 µM), inactives show top-dose activity change, negative = inhibition, usual class: inhibitors; 0.039% of 390,000 active; AID 504845, 2011; note: potency is the fitted concentration of half-maximal effect; % is set by controls: 0 for no effect and ±100 for the full control effect; nearly all actives have a fitted effect of over 75% in size; some results filed as inactive show a strong effect at the top dose
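MLSMR compounds (23 nl, pin-transferred) preincubated 10 min at room temperature with a 500nM (2x) first reagent, then RGS4 at 900nM (2x) plus Transcreener GDP mix added; fluorescence polarization (620/688 nm) read before and after 90 min at 30 °C.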
HP1b chromo inh – HTS for Inhibitors of HP1-beta Chromodomain Interactions with Methylated Histone Tails; 0.56% of 390,000 active; AlphaScreen HP1-beta / biotin-H3K9me3 peptide binding; Potency, µM (series often up to 114 µM), for the others: at the highest dose activity change, negative = inhibition, most hits filed as inhibitors; note: potency is the fitted concentration of half-maximal effect; nearly all actives have a fitted effect of over 70% in size; inactives centre near 23
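AlphaScreen: HP1-beta (50 nM) preformed 30 min with biotin-H3(1-18)K9me3 peptide (50 nM) in PBS pH 7.4, 0.01% Tween-20. Compound added for 30 min at RT, then streptavidin donor/nickel chelate acceptor beads (10 ug/mL) for 30 min.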
BAZ2B block – qHTS Assay for Inhibitors of BAZ2B; Potency, µM (highest dose often 114 µM), for inactives: at the top dose activity change, negative = inhibition, most hits filed as inhibitors; AlphaScreen BAZ2B-H3K14Ac peptide displacement; AID 504333, 2011; Bromodomain adjacent to zinc finger domain protein 2B (Homo sapiens), Q9UIF8; 4.4% of 360,000 active; note: potency is the fitted concentration of half-maximal effect; % is set by controls: 0 for no effect and ±100 for the full control effect; nearly all actives have a fitted effect of over 60% in size
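AlphaScreen displacement: compounds (up to 110uM) incubated 30 min at room temperature with a preformed 50 nM BAZ2B/50 nM biotinylated H3K14Ac peptide complex in PBS pH 7.4 with Tween-20. Donor and acceptor beads at 10 ug/mL final added, 20 min light-protected before reading.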
PI4K2A inh – qHTS for small molecular inhibitors of PI4K2A. Phosphatidylinositol 4-kinase type 2-alpha (Homo sapiens), Q9BTU6. purified PI4K2A, ADP-Glo luminescence, 1 h; stronger effect = lower value. activity change, negative = inhibition, % at 76.9 µM. 0.13% of 420,000 active; in the data active = activity change below about -50%; inconclusive = mostly about -30% to -49%;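 note: -100% = wells without enzyme as full effect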
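Compounds are screened against recombinant PI4K2A using PI as substrate and ATP, the latter dispensed at 300 microM. Reactions run one hour at ambient temperature before ADP-Glo detection; full inhibition defined by wells lacking enzyme.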
JMJD2A Tudor inh – qHTS Assay for Inhibitors of JMJD2A-Tudor Domain; Lysine-specific demethylase 4A (Homo sapiens), O75164; AlphaScreen JMJD2A-Tudor / H3K4me3 peptide binding; Potency, µM (doses to about 114 µM), without a hit: at the top dose activity change, negative = inhibition, usual class: inhibitors; 4.4% of 390,000 active; note: potency is the fitted concentration of half-maximal effect; % is set by controls: 0 for no effect and ±100 for the full control effect; nearly all actives have a fitted effect of over 50% in size
* hit, by the source's call; ? = inconclusive; · = not tested or not shown; & = joins results of further samples; [ ] = another dose, or the depositor's remark. Unless noted, calls come from the whole dose curve; as a rule, active = well fitted curve in the direction sought with a large enough effect; inconclusive = small, poorly fitted or top-dose-only effect, or another doubt; inactive = no such curve, though single readings can be large; an effect the other way counts as inactive or inconclusive. These rows are one share of the data; the hit share may differ from the screen's.

G9a inh	GLS inhibitor	BAZ2B block	SMILES	12-LOX inh	ERG Ets-DNA blk	RGS4 inh	PI4K2A inh	HP1b chromo inh	JMJD2A Tudor inh
?	10%	-2%	CC(=O)Nc1ccc(SCCC2CCCCN2C)cc1 (stereo not drawn)	-12%	-11%	-23%	-3	23%	-8%
-37%[59 µM]	6%	?	Cc1cccc(C(=O)NCC(c2ccc3c(c2)OCO3)N2CCN(c3ccccc3F)CC2)c1 (stereo not drawn)	?	0%	9%	-3	-7%[57 µM]	-26%
·	3%	-15%	O=C(/C=C/c1c(F)cccc1Cl)N1CCOCC1	-21%	4%	-5%	0	35%	-19%
·	-24%	?	c1nc(Nc2ccc(N3CCOCC3)cc2)c2ccsc2n1	9%	-14%	-14%	10	8%	-30%
24%[59 µM]	-10%	?	CC(C)(C)c1cc(CCC(=O)NNC(=O)c2ccco2)cc(C(C)(C)C)c1O	-1%	1%	?	1	53%[activator]	-9%[57.1 µM]
·	-2%	-5%	Cc1ccc(CNS(=O)(=O)c2ccc(C)s2)cc1	7%	11%	-20%	2	27%	-13%
-1%[59 µM]	36%[activator]	-32%	CCOC(=O)c1nnc2c(Br)c(-c3ccccc3)nn2c1C	0%	-4%	-50%[56.9 µM]	-4	?	?
-6%[59 µM]	0%	·	CCCCSCCCNC(=O)c1cn(C)c2ccc(S(=O)(=O)N3CCCCCC3)cc2c1=O	?	3%	4%	1	7%	-15%
?	-3%	50µM*	CS(=O)(=O)C1=NN2C(=N)/C(=C\c3ccc(OCCOc4ccccc4)cc3)C(=O)N=C2S1	·	13%	-23%[56.9 µM]	4	-23%	56µM*
1%[0.501 µM]	-7%	8%	CCN(CC)CC#CCC(O)(c1ccccc1)c1ccc(Br)cc1 (stereo not drawn)	-23%	10%	-15%[56.9 µM]	1	56%[activator]	-24%
11%[59 µM]	-33%	5%	O=C(CSc1nc2ccccc2nc1Cc1ccc(Cl)cc1)N1CCc2ccccc21	-2%	2%	2%	-4	26%[57 µM]	-2%
5%[59 µM]	-8%	-7%	O=C(CN1CCN(S(=O)(=O)c2ccc(Br)cc2)CC1)Nc1ccccc1C(=O)c1ccccc1	-3%	-4%	13%	-2	9%	-21%
17%	-3%	-3%	CC(C)CCOc1ccc(C(=O)N2CCN(c3ncccn3)CC2)cc1	-2%	-5%	2%	2	32%	-8%
-2%	16%	-19%	Cc1ccc(NCc2nnc3n2CCCCC3)c(C)c1	-3%	-1%	21%	1	24%	-24%
?	-4%	-7%	C[C@@H]1C=C[C@](Cc2ccccc2)(C(=O)NCC2CC2)N1C(=O)c1ccccc1	14%	12%	4%	-1	45%[activator]	-10%
-28%	-5%	-38%	O=C(Nc1ccccc1C(=O)NCc1ccco1)Nc1cccc2ccccc12	-41%	-1%	-26%	2	-10%	-28%
4%	0%	0%	CCN(CC)C(=O)CP(=O)(c1ccccc1)c1ccccc1	0%	1%	-13%	-14	39%	-9%
24%	8%	0%	O=C(CCNC(=O)N1CC(=O)Nc2ccccc21)NCc1cccc(Cl)c1	15%	-8%	10%	-1	38%[activator]	0%
-50%	-5%	-3%	Cc1ccc(N(C(=O)c2cccs2)C2C=CS(=O)(=O)C2)cc1 (stereo not drawn)	-9%	6%	-5%	-4	26%	-27%
79%[activator][59 µM]	6%	23%	COc1ccc(C)cc1NC(=O)c1cc2c(s1)-c1ccccc1SC2	-1%	9%	-12%	-1	94%[activator]	53%[activator]
40µM*	7%	-2%	COc1ccc(-c2nnc(C3CCN(S(=O)(=O)c4ccccc4)CC3)o2)cc1	·	-3%	-12%	-2	34%	-12%
·	3%	·	CC1(c2nnc(-c3cccc(Cl)c3)o2)CC(c2cccc(F)c2)=NO1 (stereo not drawn)	0%	0%	-31%	0	81%[activator]	26%
-43%	16%	7%	COc1ccc(C(CNc2ccc(S(=O)(=O)N3CCN(C)CC3)cc2[N+](=O)[O-])N(C)C)cc1 (stereo not drawn)	-21%	-7%	4%	3	-22%	?
61%[activator][12.7 µM]	4%	32%[activator]	COc1ccc(C2C(C(=O)NCc3ccccn3)c3ccccc3C(=O)N2C)cc1OC (stereo not drawn)	9%	-6%	-1%	1	32%	-5%
2%	10%	-7%	CCC1(CC)NC(=O)N(CC(=O)OCC(=O)NC(=O)c2ccccc2)C1=O	-8%	4%	3%	3	31%	2%

Compound profiles, as listed above. Values in the order: G9a inh	GLS inhibitor	BAZ2B block	12-LOX inh	ERG Ets-DNA blk	RGS4 inh	PI4K2A inh	HP1b chromo inh	JMJD2A Tudor inh
Results for `O=C(Nc1ccccc1C(=O)NCc1ccco1)Nc1cccc2ccccc12` = -28%	-5%	-38%	-41%	-1%	-26%	2	-10%	-28%
Results for `COc1ccc(C2C(C(=O)NCc3ccccn3)c3ccccc3C(=O)N2C)cc1OC` (stereo not drawn) = 61%[activator][12.7 µM]	4%	32%[activator]	9%	-6%	-1%	1	32%	-5%

(next part)
G9a inh	GLS inhibitor	BAZ2B block	SMILES	12-LOX inh	ERG Ets-DNA blk	RGS4 inh	PI4K2A inh	HP1b chromo inh	JMJD2A Tudor inh
3%[59 µM]	-1%	-2%	COc1ccc(CNC(=S)N/N=C/c2ccncc2)cc1	-24%	-9%	-3%	2	30%	-19%
15%[59 µM]	4%	-5%	CC(NC(=O)CCCN1C(=O)CCn2nc(-c3cn(C)c4ccccc34)cc21)c1ccccc1 (stereo not drawn)	-30%	-1%	-4%	0	16%[57 µM]	-21%
1%[2.33 µM]	-2%	-4%	Cc1ccc(CNC(=O)c2oc3ccc(S(=O)(=O)N4CCOCC4)cc3c2C)cc1	7%	3%	7%	10	21%	-11%
?	0%	?	C=CCn1c(C)cc(C(=O)CSc2nc3ccccc3[nH]2)c1C	6%	1%	-22%	-1	-13%	?
-2%	-1%	8%	CCOC(=O)C1CCCN(C(=O)c2cc(-c3ccncc3)nc3ccccc23)C1 (stereo not drawn)	2%	8%	-1%	1	35%	-5%
7%	-3%	1%	CCN(CC)c1ccc(C(=O)OCC(=O)c2ccco2)cc1	-22%	-5%	-10%	6	32%	-19%
27%[59 µM]	-2%	5%	CCNc1nc(NC#N)nc(SCC(=O)OCC)n1	3%	-1%	-7%	-1	35%	4%
?	2%	?	CCOC(=O)C1=C(N)Oc2ccc3ccccc3c2C1c1ccc(O)cc1 (stereo not drawn)	?	18%	-19%	-1	0%	-35%
2%[59 µM]	24%	-11%	CCOc1ccc(OCC)c(NS(=O)(=O)c2ccc3c(c2)CCCN3C(C)=O)c1	-2%	7%	6%	-1	19%[57 µM]	-24%
-11%[59 µM]	-17%	-9%	CC1CCc2c(sc3nc(-c4cc5cc(Br)ccc5oc4=O)[nH]c(=O)c23)C1 (stereo not drawn)	-15%	0%	3%	-4	31%	-8%
22%	-16%	4%	Cc1cc(=O)oc(C)c1C(=O)Nc1cccc2ccccc12	0%	8%	-11%	-16	25%	12%
-10%[59 µM]	18%	-9%	COC(=O)c1[nH]c2cc(C)ccc2c1NC(=O)CN1CCc2cc(OC)c(OC)cc2C1	·	?	3%	-2	10%	-15%
-4%	4%	-22%	COc1ccc(CN2CCn3nc(C(=O)NC(C)C)cc3C2=O)cc1	11%	0%	16%	13	4%	-8%
·	-2%	·	CCN1C[C@@H]2[C@@H]3C(=O)N(Cc4ccccc4)C(=O)[C@@H]3[C@](Cc3ccccc3)(C(=O)OC)N2C1=NC	-18%	11%	1%	1	36%	6%
-2%[0.501 µM]	1%	8%	C[C@@H](NC(=O)c1nc[nH]c1C(=O)N[C@H](C)c1ccccc1)c1ccccc1	-6%	-4%	10%	-2	34%	-29%
-3%	2%	9%	CCN(C(=O)COC(=O)CCCN1C(=O)c2cccc3cccc(c23)C1=O)C1CCS(=O)(=O)C1 (stereo not drawn)	14%	-4%	6%	-1	18%	-14%
-1%	-2%	·	O=C(CSc1ncnc2[nH]ncc12)Nc1cccc(Oc2ccccc2)c1	11%	4%	-1%	-5	26%	-23%
18%[59 µM]	5%	-3%	CCc1ccccc1N1C[C@@]23C=C[C@@H](O2)C(C(=O)OCC(C)C)[C@H]3C1=O (stereo partly drawn)	-10%	-13%	-7%	-4	30%	-4%
3%[12.7 µM]	-4%	-8%	O=C(NC1CC1)C1=C[C@@H](c2ccc3c(c2)OCO3)C[C@@H](OCc2ccc(CO)cc2)O1	?	-1%	-16%	7	24%	-6%
16%[59 µM]	-4%	4%	COc1ccc(CCNC(=O)COC(=O)c2cnc(C)cn2)cc1	·	-10%	0%	-7	29%	?
5%[59 µM]	-4%&13%	-31%&-18%	COC(=O)c1ccc(NC(=O)CN2CCN(c3ccc(Cl)cc3)CC2)cc1	0%&-63%	3%&2%	-1%[11.4 µM]	-3&-1	14%&-2%	-12%[11.4 µM]
